RXFP1 antag – blocks the human relaxin receptor RXFP1 | HEK293-RXFP1, relaxin-stimulated cAMP HTRF, 30 min; stronger effect = lower value | activity change, negative = inhibition, % at 57.5 µM | actives 0.59% (n = 350,000) | AID 1259400;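 active means activity change of -60% or lower, but not beyond a set lower limit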; further: on the % scale 0 is the no-effect control and ±100 the full control effect
Target sequence (Q9HBX9 whole entry, looked up): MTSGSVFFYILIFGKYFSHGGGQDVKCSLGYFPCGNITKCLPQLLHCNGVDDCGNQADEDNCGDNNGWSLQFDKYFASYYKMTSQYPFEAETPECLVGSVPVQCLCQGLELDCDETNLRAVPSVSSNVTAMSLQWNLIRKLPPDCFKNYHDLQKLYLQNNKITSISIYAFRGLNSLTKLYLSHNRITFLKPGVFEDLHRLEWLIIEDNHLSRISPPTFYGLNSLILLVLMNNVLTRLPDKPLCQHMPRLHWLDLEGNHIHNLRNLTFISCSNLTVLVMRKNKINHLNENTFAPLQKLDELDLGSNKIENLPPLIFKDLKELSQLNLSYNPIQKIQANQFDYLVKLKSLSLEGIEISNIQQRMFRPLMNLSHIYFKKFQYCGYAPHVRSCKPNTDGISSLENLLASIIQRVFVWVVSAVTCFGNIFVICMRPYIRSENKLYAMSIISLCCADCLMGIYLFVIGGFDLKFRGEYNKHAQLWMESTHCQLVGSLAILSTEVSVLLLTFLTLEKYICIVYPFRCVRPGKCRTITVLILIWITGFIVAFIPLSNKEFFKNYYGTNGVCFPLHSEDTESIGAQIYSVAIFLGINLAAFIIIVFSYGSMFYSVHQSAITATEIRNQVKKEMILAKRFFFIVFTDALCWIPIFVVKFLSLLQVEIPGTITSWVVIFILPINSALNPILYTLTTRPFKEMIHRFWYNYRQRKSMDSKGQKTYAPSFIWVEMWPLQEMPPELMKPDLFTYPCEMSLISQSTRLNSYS
D2 antagonist – antagonists of human D2 dopamine receptor; P14416; HEK293 TREx D2 cells, calcium flux, dopamine EC80; inhibition, % at 10 µM; actives 2% (n = 340,000); in the data active means inhibition above about 30%; further: 0% is about no effect
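Inhibition of EC80 dopamine-driven calcium flux, recorded kinetically, defines activity here; cells are a tetracycline-induced HEK293 T-REx line expressing force-coupled D2.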
D1 antagonist – human D1 dopamine receptor antagonism. P21728. HEK293 TREx D1 cells, calcium flux, dopamine EC80; stronger effect = lower value. activity change, negative = inhibition, % at 10 µM. actives 3.2% (n = 360,000). AID 504652; in the data active means activity change below about -30%; further: on the % scale 0 is the no-effect control and ±100 the full control effect
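Using tetracycline-induced force-coupled D1 Hek293 cells and a calcium dye, signals were followed for 180 s after compound, then for 180 s after EC80 dopamine, to detect inhibitors.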
TRHR agonist – activates the human TRH receptor; TRHR cells, calcium flux fluo-8, FDSS agonist mode; activation, % at 2 µM; actives 0.18% (n = 360,000); further: 0% is about no effect
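TRHR-expressing cells loaded with fluo-8 calcium dye; 23 nL library compound pin-transferred, kinetic FDSS fluorescence (Ex 480/Em 530) recorded about 180 s for agonist-induced calcium release, before a 10 nM TRH EC20 addition for potentiator mode.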
D2 PAM – D2 dopamine receptor (human) potentiation; P14416; HEK293 T-REx D2, calcium flux, EC20 dopamine potentiation; potentiation, % at 10 µM; actives 0.34% (n = 340,000);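 active means potentiation over 3 SD above the plate norm, cut at about 30% in these data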; further: 0% is about no effect
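Calcium flux readout, no-wash dye, 1 read/s. Inducible HEK293 Trex D2 line, overnight 30 C. Compound alone 180 s (agonist flags), then EC20 dopamine, another 180 s to score potentiation.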
D1 agonist – agonists of human D1 dopamine receptor; activation, % at 2 µM; AID 504660; HEK293 T-REx D1 cells, calcium flux, agonist mode; actives 1% (n = 360,000); further: 0% is about no effect
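Inducible HEK293 T-REx D1 cells, force-coupled to calcium signalling, were plated at 4000 cells/well with tetracycline and held overnight at 30 C. After no-wash calcium dye loading, compound-evoked calcium rise over 180 s flagged agonists.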
D2 agonist – activates the human D2 dopamine receptor; P14416; HEK293 T-REx D2 cells, calcium flux agonist mode; activation, % at 2 µM; actives 0.53% (n = 340,000); AID 485358;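 active means activation over 3 SD above normal in the single-dose calcium agonist read, cut at about 30% in these data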; further: 0% is about no effect
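Agonism scored from kinetic calcium signal (1 read/sec, 180 s) following compound pin transfer, after a 10 s baseline. Cells: HEK293 Trex line expressing inducible D2 receptor coupled to calcium, dye-loaded after overnight culture at 30 C.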
D1 potentiator – potentiators of human D1 dopamine receptor. HEK293 TREx D1 cells, calcium flux, dopamine EC20 potentiation. AID 504651. potentiation, % at 10 µM. actives 0.036% (n = 360,000); in the data active means potentiation above about 30%; further: 0% is about no effect
TRHR PAM – TRH receptor (human) allosteric enhancement; P34981; TRHR cells, fluo-8 calcium fluorescence, EC20 TRH enhancement; enhancement, % at 2 µM; actives 0.66% (n = 360,000); AID 493056; in the data active means enhancement above about 30%; further: 0% is about no effect
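TRHR-expressing cells loaded with fluo-8 calcium dye were read kinetically (ex 480/em 530) during compound addition, then stimulated with an EC20 of TRH (10 nM final). Enhancement of the Gq-mediated intracellular calcium response was scored.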
* hit, by the source's call; / = not tested or not shown; & = joins results of further samples. Unless noted, no stated cut-off is given here; in the data, active means activation above about 30%; inactive means the rest. This is a random part of the collection; about 7.3% have a hit in one of these screens.

SMILES	RXFP1 antag	D2 antagonist	D1 antagonist	TRHR agonist	D2 PAM	D1 agonist	D2 agonist	D1 potentiator	TRHR PAM
O=C(NCCc1ccccc1)c1nc2nc(-c3cccs3)cc(C(F)(F)F)n2n1	7	40*	2	-0.8	0	2	-0.3	-5	4
O=[N+]([O-])c1ccc(N2CCCCC2)c(-c2nn[nH]n2)c1	-1	10	3	0.2	-9	1	0.0	4	-1
COc1ccc(S(=O)(=O)Nc2cc(C(=O)NC3CCCCCC3)ccc2N2CCOCC2)cc1	6	-8	-5	-0.7	1	3	-0.4	2	-34
COc1ccc2nc(NCc3cccnc3)sc2c1	4	-9	-12	-0.8	8	1	0.9	5	17
Cc1ccc(/C=N/NC(=O)CNC(=O)c2ccc(S(=O)(=O)N(C)C)cc2)cc1	-9	-1	-3	-1.1	14	1	0.5	5	2
Cc1cccc(N2CCN(C(=O)c3cnn(-c4ccccc4Cl)c3C3CCN(C(=O)OC(C)(C)C)CC3)CC2C)c1 (stereo unspecified)	15	/	0	0.2	5	0	-1.0	2	7
CCC(C)(C)n1nnnc1C(c1ccccc1OC)N1CCSCC1 (stereo unspecified)	-7	/	-18	0.2	/	3	/	14	3
Cc1c(C(=O)NC(C)C)c(-c2ccccc2)nn1-c1ccccc1	/	6	-18	-0.1	8	2	1.9	-3	2
CC(C)c1nc(SCC(=O)N2CC(=O)Nc3ccccc32)c2ccccc2n1	-2	-2	1	-1.0	1	4	-0.8	6	2
COc1ccc(C(CNC(=O)c2c(C)nn(Cc3ccccc3)c2Cl)N2CCOCC2)cc1 (stereo unspecified)	3	-4	9	-0.5	10	0	-0.1	-2	4
Cc1cc(SCC(=O)Nc2ccc(O)cc2)n2ncc(-c3ccccc3)c2n1	2	8	-16	0.9	1	2	1.6	-5	-3
COC(=O)c1ccc(C(=O)N2CCCC(Nc3ccc(C(C)C)cc3)C2)nc1 (stereo unspecified)	-24	9	-10	-0.9	0	8	0.4	-3	-2
O=C(Nc1ccc(NC(=O)c2ccco2)c(Cl)c1)c1cccc([N+](=O)[O-])c1	-3	-5	-14	0.1	-5	1	0.2	-8	-1
O=c1sc2ccccc2c(N2CCCC2)c1[N+](=O)[O-]	8	-2	24	0.4	-5	3	-0.3	4	7
CC(C)Cn1c(N)c(C(=O)CSc2nccn2C)c(=O)n(C)c1=O	-2	-7	5	1.3	-9	2	1.3	4	12
CNC(=O)C(=O)NCC1OCCCN1S(=O)(=O)c1ccc(F)cc1C (stereo unspecified)	-10	-24	-54*	0.1	-5	1	1.4	-11	10
CCOC(=O)Nc1ccc2c(CNC(C)c3ccccc3OC)cc(=O)oc2c1 (stereo unspecified)	-1	1	-13	-0.5	-3	16	-0.4	-6	11
O=C1c2cccnc2Oc2ccc(Cl)cc2N1Cc1ccc(F)cc1	-20	-8	-9	0.1	1	3	-2.6	2	-1
COc1ccc(S(=O)(=O)Nc2cc3c4c(c2)CC(=O)N4CCC3)cc1	-4	-4	-3	-0.9	19	7	0.1	-3	-2
Cc1ccc(N2CCn3c2nc2c3c(=O)n(C/C=C/c3ccccc3)c(=O)n2C)cc1C	10	/	12	-0.4	-5	-1	1.4	-2	-6
Cc1sc2nc(C)n(/N=C/c3ccccc3)c(=O)c2c1C	10	/	7	-0.2	/	1	/	0	2
Cc1nc(C(=O)NNC(=O)Nc2ccc(Cl)cc2)cs1	-4	-5	-9	-0.1	-6	1	-0.3	1	-2
CCN(CC)Cc1c(NC(=O)c2ccccc2)sc(C)c1C	-3	0	-14	-0.1	/	1	-0.2	-6	-3
O=C(CN1C(=O)S/C(=C\C=C\c2ccccc2)C1=O)Nc1ccc(O)cc1	-31	-4	10	0.7	15	2	-0.3	-3	-2
CCc1ccc(C(=O)c2cn(CC(=O)NCCc3ccc(OC)c(OC)c3)c3nc(C)ccc3c2=O)cc1	-13	/	-20	0.2	-2	4	-0.5	-3	-7

An excerpt of these results, bar-delimited:
mol | RXFP1 antag | D2 antagonist | D1 antagonist | TRHR agonist | D2 PAM | D1 agonist | D2 agonist | D1 potentiator | TRHR PAM
CC(C)c1nc(SCC(=O)N2CC(=O)Nc3ccccc32)c2ccccc2n1 | -2 | -2 | 1 | -1.0 | 1 | 4 | -0.8 | 6 | 2
COc1ccc(C(CNC(=O)c2c(C)nn(Cc3ccccc3)c2Cl)N2CCOCC2)cc1 (stereo unspecified) | 3 | -4 | 9 | -0.5 | 10 | 0 | -0.1 | -2 | 4

The list goes on.
SMILES	RXFP1 antag	D2 antagonist	D1 antagonist	TRHR agonist	D2 PAM	D1 agonist	D2 agonist	D1 potentiator	TRHR PAM
Clc1ccc(-n2c(SC/C=C/c3ccccc3)nnc2-c2cccnc2)cc1	-4	-7	13	0.7	-6	6	0.3	-1	-4
CCOC(=O)c1c(C)[nH]c(C)c1S(=O)(=O)N1CCCC(C(=O)NCc2ccc(N(C)C)cc2)C1 (stereo unspecified)	/	/	-31*	-0.3	/	3	-0.6	-4	-2
COC(=O)[C@@H]1C[C@@]2(O)[C@H](O)[C@H](O)[C@H](O)C[C@H]2N1Cc1cccc2ccccc12	/	-5	26	0.2	14	4	-0.1	-5	4
Cc1ccc(CC(CC(=O)NCCc2ccc3c(c2)OCO3)C(=O)O)cc1 (stereo unspecified)	-5	2	-4	-1.0	1	2	-0.3	-2	0
CCOC(=O)C1=C(C)N(C)C(=O)NC1c1ccccc1OC (stereo unspecified)	0	-2	13	-1.2	-2	1	-0.6	2	-6
Cc1cc(C)c2oc(C(=O)Nc3ccc(S(=O)(=O)N4CCC(C)CC4)cc3)cc(=O)c2c1	2&2	-2	-1&-4	1.6&-0.2	14&5	-1&3	1.0&1.3	1&-5	6&0
CN1CCN(Cc2c(C(=O)N/N=C/c3cccc(Br)c3)nnn2-c2nonc2N)CC1	2	20	-5	3.3	-3	7	4.0	-4	-1
O=C(CNC(=O)c1ccco1)OCc1cccc(Cl)c1	3	-26	9	-0.3	0	5	-0.3	-2	4
CCC(C(=O)OCC(=O)Nc1ccc(C(=O)Nc2ccc(OC)cc2)cc1)c1ccccc1 (stereo unspecified)	-10	17	-58*	-0.3	2	5	-0.9	-12	-1
COc1ccc(NS(=O)(=O)c2cccc(C(=O)NNC(=O)CNC(=O)c3ccc(C)cc3)c2)cc1	-2	-11	-6	-0.1	-8	1	-1.7	-4	-6
COc1ccc(-c2onc(C)c2C)cc1S(=O)(=O)NCc1ccc(Br)cc1	-17	/	-4	0.7	/	2	/	1	6
O=C(NCCO)c1cc([N+](=O)[O-])cc2c1C=Cc1ccccc1O2	12	-10	-25	-0.7	2	1	-0.5	-3	6
CCOc1cc(/C=C2/N=C(c3ccc(C(C)(C)C)cc3)OC2=O)cc(Cl)c1OS(C)(=O)=O	-1	-1	0	0.3	-6	1	2.8	-5	2
CCc1cc(=O)oc2c(C)c(OC(C)C(=O)NCCCn3ccnc3)ccc12 (stereo unspecified)	-14	-3	3	0.0	-7	0	0.3	1	-8
COc1ccc(CCNC(=O)CCNC(=O)c2ccc(Cl)cc2)cc1OC	-13	18	5	-0.3	1	1	-0.5	1	0
O=C(COc1ccc(Oc2ccccc2)cc1)NCc1cn2ccccc2n1	-6	11	-11	-0.6	-5	11	-0.1	-3	13
COc1ccc(NC(=O)NNC(=O)COc2ccc3cc(Br)ccc3c2)cc1OC	-5	-3	-3	0.7	0	8	0.0	0	-4
COc1ccccc1NC(=O)CN1C(=O)NC2(CCCc3ccccc32)C1=O (stereo unspecified)	12	-20	12	0.5	13	3	0.6	0	4
Cc1ccc(S(=O)(=O)N2CCN(CC(=O)N/N=C\c3ccncc3)CC2)cc1	3	/	-9	-0.4	/	2	/	-2	6
O=S(=O)(c1ccccc1F)N1CCN(CCOc2ccccc2)CC1	0	39*	-19	0.3	-21	6	31*	/	0
Cn1cc(CNCc2cnc3ccccn23)c(-c2ccc(Oc3ccccc3)cc2)n1	6	-2	-4	-1.6	13	2	-0.9	1	-8
Cc1ccccc1-c1nc(CN2CCC(C(=O)NCCN3CCOCC3)CC2)c(C)o1	23	4	-9	-0.6	7	1	1.9	-7	1
Cc1ccc(C2NC(=O)c3n[nH]c(-c4cccs4)c32)cc1 (stereo unspecified)	/	/	11	-1.2	1	-2	0.5	0	-6
O=C(C1CC1)N1N=C(c2ccccc2)CC1(O)C(F)(F)F (stereo unspecified)	3	0	0	-1.1	-8	2	-0.4	0	15
CN(CC(=O)Nc1ccccc1C(F)(F)F)CC(=O)N1CCCCCC1	-13	-12	6	-0.1	6	5	0.3	/	-4

One compound at a time, as listed above. Values in the order: RXFP1 antag	D2 antagonist	D1 antagonist	TRHR agonist	D2 PAM	D1 agonist	D2 agonist	D1 potentiator	TRHR PAM
CCOC(=O)C1=C(C)N(C)C(=O)NC1c1ccccc1OC (stereo unspecified) is listed as 0	-2	13	-1.2	-2	1	-0.6	2	-6
O=C(CNC(=O)c1ccco1)OCc1cccc(Cl)c1 is listed as 3	-26	9	-0.3	0	5	-0.3	-2	4
Cc1ccccc1-c1nc(CN2CCC(C(=O)NCCN3CCOCC3)CC2)c(C)o1 is listed as 23	4	-9	-0.6	7	1	1.9	-7	1
Clc1ccc(-n2c(SC/C=C/c3ccccc3)nnc2-c2cccnc2)cc1 is listed as -4	-7	13	0.7	-6	6	0.3	-1	-4

Other results follow:
SMILES	RXFP1 antag	D2 antagonist	D1 antagonist	TRHR agonist	D2 PAM	D1 agonist	D2 agonist	D1 potentiator	TRHR PAM
O=C(Nc1ccc2c(c1)OCO2)c1ccc(Br)s1	-6	-10	-6	-0.3	-9	-1	-0.1	-4	-2
Cc1ccc(NC(=O)C2CC(=O)Nc3ncnn32)cc1Cl (stereo unspecified)	12	-18	-4	0.7	3	2	-0.4	-6	-1
CCCn1c(=O)c(C(=O)N/N=C/c2ccccc2F)c(O)c2ccccc21	-17	-5	-19	0.2	4	1	1.0	1	-18
Cc1cc(C(=O)COC(=O)c2ccco2)c(C)n1Cc1ccco1	3	3	4	-0.5	-1	8	-1.0	-1	0
Cc1c(CCC(=O)NCCc2ccccc2)c(=O)oc2c(C)c(O)ccc12	-2	/	-9	-0.4	-15	0	-0.6	-1	7
COc1cccc(NC(=O)Cn2c(=O)n(-c3ccc(C)cc3)c(=O)c3ccccc32)c1	/	/	-16	1.0	-7	2	0.4	1	-10
O=c1cc(N2CCN(c3ccccc3Cl)CC2)[nH]c(=O)n1Cc1ccc(F)cc1	-9	0	-24	0.0	-4	3	-0.5	-5	3
CCOC(=O)CNS(=O)(=O)c1ccc(S(=O)(=O)NC2CC2)cc1	2	-5	16	0.0	-6	1	0.1	-2	-5
O=C(Nc1ccccc1C(=O)NCCCN1CCOCC1)c1ccc(Cl)cc1	1	/	-9	1.2	-2	7	1.9	2	-6
CC(=O)c1c(C)[nH]c(C(=O)CN2C(=O)NC3(CCCCC3C)C2=O)c1C (stereo unspecified)	1	-9	18	0.6	13	4	1.0	-2	22
COc1cc(C2C(C#N)=C(N)Oc3cc(C)n(CCN4CCOCC4)c(=O)c32)cc(OC)c1OC (stereo unspecified)	-3	6	11	-0.1	-2	1	5.1	-2	-3
O=C(CC(c1ccccc1)c1ccccc1)Nc1ccncc1	-19	/	-21	0.2	/	3	/	-9	-2
CC(=O)Nc1ccc(NC(=O)C(C)OC(=O)c2ccccc2Sc2ccccc2C#N)cc1 (stereo unspecified)	-12	2	-4	-0.3	2	2	-0.9	0	9
COc1ccc(-c2nnnn2C(C)C)cc1	4	0	-4	0.4	-6	1	-0.8	-9	4

Assay outcomes from PubChem.
